High-throughput results as filed in PubChem BioAssay.
Lipid droplet = modulators of hepatic lipid droplet formation; AML12 mouse hepatocytes, oleate lipid droplets, BODIPY imaging; inhibition, % at 6.5 µM; hit rate 0.4% among 240,000;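 active means lipid droplet intensity inhibited by at least 50%, with more than 500 cells counted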
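System: AML12 hepatocytes (mouse). Probe or stimulus: oleic acid at 100 µM to induce lipid droplet formation. Times: overnight treatment with compound plus oleate. Detection: Image-based BODIPY and DAPI two-channel analysis. Evaluation: percent inhibition of filter-corrected integrated lipid droplet intensity per well.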
WT yeast gro inh = growth inhibition of WT yeast, mitochondrial fusion screen. mitochondrial fusion phenotypic screen, WT strain. inhibition, % at 10 µM. hit rate 2.1% among 190,000. AID 1362; in the data active means inhibition above about 58%; tested in S. cerevisiae
MT stabilize HCS = microtubule stabilizers in HeLa cells | AID 2205 | hit rate 0.83% among 200,000 | HeLa tubulin immunostaining HCS, 24 h; share of cells brighter than vehicle mean+2SD | % tubulin-high responders, % at 10 µM;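 active means plate Z-score above 3 for both tubulin-high and condensed-nucleus cell shares, with cell loss under 80%, at 10 µM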;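 further: anti alpha tubulin signal scored within the nucleus-defined area of each cell; some results filed as inactive read as strong as hits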
T cell HTS = T cell immune modulators affecting CD8 T cell-vesicle binding; 2C CD8+ T cell-vesicle binding, flow cytometry; active compounds read low; calls only at 7 µM; hit rate 0.068% among 330,000; AID 2052;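 active means response, share of CD8 T cells binding vesicles, and their 90th percentile fluorescence all below set limits, cut at about 80% in these data, passing the limit was not always enough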
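Assay system – 2C mouse CD8+ T cells · Also added – QL9-loaded Drosophila micro-vesicles · Timing – Cell–vesicle co-incubation 1.5 h at 37 °C, staining 20 min on ice · Signal – flow cytometry of vesicle-bound cells · Measure – percent CD8+ FL2 mean versus row control · Controls – Peptide-free naked vesicles (low) and QL9 vesicles with 0.7% DMSO vehicle (high)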
Myeloid diff 2 = compounds promoting myeloid differentiation. ER-HoxA9 myeloid progenitors, lysozyme-GFP differentiation, flow cytometry. calls only at 10 µM. hit rate 1% among 360,000. AID 624256;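 active means normalized GFP-positive differentiation at or above the plate's own cutoff, the solvent-only control mean plus 3 SD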;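 further: cells exposed to compound for four days before flow analysis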
b-catenin transl = alters nuclear translocation of beta-catenin in HeLa cells | nuclear translocation activity, % at 5 µM | hit rate 0.3% among 190,000 | AID 1665 | immunofluorescence imaging;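 active means nuclear translocation activity above 50% at 5 µM, with a well cell count of 50 or more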;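 further: per-cell ratio of nuclear to cytoplasmic median beta-catenin stain intensity; plate controls were DMSO negative control for no effect and GSK-3 inhibitor IX positive control for full effect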
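System: Human HeLa cells, endogenous beta-catenin | Compound dosing: 5 µM primary, 0.02–20 µM confirmation | Timing: 24 h compound exposure at 37°C, 5% CO2 | Measured by: Fluorescence imaging of beta-catenin antibody stain plus DAPI | Read-out basis: % activation of per-cell nuclear versus cytoplasmic median beta-catenin signal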
Autophagy HCS = modulators of autophagy; MEF GFP-LC3 puncta imaging; test concentration mostly 10 µM; hit rate 0.98% among 190,000; calls only at 10 µM (by protocol);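 active means percentage of spot-positive cells more than 3 SD above its plate mean, without a fluorescence outlier flag or 80% toxicity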;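 further: spot-positive cell cutoff set from DMSO-treated cells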
West Nile virus CPE = inhibition of WNV-induced cytopathic effect – cell-based, CPE readout (AID 1621); CPE inhibition, % at 10 µM; hits with a dose series show IC50 in µM; hit rate 0.02% among 290,000; West Nile virus-infected cells, CPE inhibition; higher % means a stronger effect; in the data active means a potency from the dose series; further: strong numbers were not always called active
Insulin prom up = MIN6 insulin promoter up-regulation; MIN6 insulin promoter-GFP reporter, high-content imaging; active compounds read high; AID 1625; hit rate 0.3% among 190,000; z-score at 5 µM;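 active means z-score above 3 at 5 µM with at least 500 cells counted in the well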
WT yeast gro inh mutant strain = also measured in WT yeast gro inh; calls as there; inhibition, %; mitochondrial fusion phenotypic screen, mutant strain inhibition
Insulin prom up cell count = second read-out of Insulin prom up, no call of its own (marks repeat the call); cell count; measured here: cytotoxicity, nuclei count;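 total cells summed across four imaged fields per well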
Lipid droplet cells 6.5 µM = also measured in Lipid droplet; calls as there; cell count; measured here: cell count, cytotoxicity flag;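 cells counted across two imaged fields per well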
b-catenin transl cell count 5 µM = second read-out of b-catenin transl, no call of its own (marks repeat the call); cell count; measured here: cell count, cytotoxicity flag
T cell HTS vesicle-bound % = second read-out of T cell HTS, no call of its own (marks repeat the call); double positive events, %; measured here: CD8+ vesicle-bound cell fraction;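 binding gate set so that unloaded-vesicle control wells show 10% double positive cells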
MT stabilize HCS Hoechst-high % = second read-out of MT stabilize HCS, no call of its own (marks repeat the call); % Hoechst-high responders; measured here: nuclear condensation Hoechst responders;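 share of cells brighter than vehicle mean plus two SD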
MT stabilize HCS cytotoxicity % = recorded beside MT stabilize HCS, whose call it bears; toxicity, %; measured here: cytotoxicity by cell density;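 0% = mean cell density of plate MIN control wells and 100% = no cells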
Autophagy HCS cell loss 18 h = second read-out of Autophagy HCS, no call of its own (marks repeat the call); toxicity, %; measured here: cell loss, nuclei count;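 cell loss after 18 h compound exposure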
Myeloid diff 2 GFP+ MAC1+ % = recorded beside Myeloid diff 2, whose call it bears; GFP+ MAC1+ double positive, %; measured here: differentiation confirmed by MAC1 staining
Numbers without * were called inactive; i = inactive; · = no result given.

SMILES	Lipid droplet	Lipid droplet cells 6.5 µM	WT yeast gro inh	WT yeast gro inh mutant strain	MT stabilize HCS	MT stabilize HCS Hoechst-high %	MT stabilize HCS cytotoxicity %	T cell HTS	T cell HTS vesicle-bound %	Myeloid diff 2	Myeloid diff 2 GFP+ MAC1+ %	b-catenin transl	b-catenin transl cell count 5 µM	Autophagy HCS	Autophagy HCS cell loss 18 h	West Nile virus CPE	Insulin prom up	Insulin prom up cell count
O=C(Cc1ccccc1)NCC(=O)OCC(=O)c1ccc(F)cc1	11	693	·	·	·	·	·	i	12	i	0.5	·	·	·	·	0.5%	·	·
Cc1oc(-c2ccc(Cl)cc2)cc1C(=O)NC1CCN(Cc2ccccc2)CC1	5	680	·	·	·	·	·	i	36	i	0.2	-4.2	1192	·	·	-1.0%	-0.47	1261
Cc1ccc(C)c(NC(=O)CN(C)C(=O)CCN2C(=O)c3ccccc3C2=O)c1	·	·	-5	-1	2.0	2.0	3.8	i	38	i	0.4	-1.9	1365	i	4	0.1%	0.38	1457
CCSc1nsc(NC(=O)Nc2cccc(C(C)=O)c2)n1	12	864	·	·	·	·	·	i	50	i	0.5	·	·	·	·	-1.7%	·	·
CNC(=O)COC(=O)c1ccc(OCC(=O)Nc2ccccc2OC)c(OC)c1	-6	687	6	-8	3.7	1.6	6.6	i	36	i	0.5	2.5	1095	i	1	0.8%	0.17	1375
CC(=O)NCc1cccc(CNC(C)=O)n1	-56	728	4	23	2.5	2.2	2.5	i	37	i	1.1	-0.4	1054	i	2	0.9%	1.2	999
COc1ccc(/C=N/NC(=O)c2ccc(O)cc2)cc1CN1CCCc2ccccc21	-16	628	2	-4	2.8	2.1	4.4	i	50	i	0.7	7.8	998	i	-9	0.0%	0.48	1380
Cc1cc(=O)oc2cc(NC(=O)c3cccc(F)c3)ccc12	-28	867	·	·	·	·	·	i	50	i	0.3	·	·	·	·	3.3%	·	·
O=C(N1CCCC1)n1c(Cc2ccccc2)nc2ccccc21	-16	683	-11	-5	4.6	1.6	7.3	i	36	i	0.0	-0.8	1096	i	15	-0.4%	0.24	1232
Cn1nnc(NC(=S)NC(=O)/C=C/c2ccco2)n1	-6	652	·	·	·	·	·	i	49	i	0.9	0.8	1288	·	·	0.2%	·	·
CCN(CC)CCN1C(=O)C(=O)/C(=C(/O)c2ccc(OC(C)C)cc2)C1c1cccs1 (stereo unspecified)	4	651	·	·	·	·	·	i	28	i	0.1	-0.4	1350	·	·	1.1%	-0.36	1157
O=C(Nc1ccccc1[N+](=O)[O-])C1COc2ccccc2O1 (stereo unspecified)	4	796	·	·	·	·	·	i	41	i	0.2	·	·	·	·	-0.4%	·	·
Cc1ccc(C(=O)N/C(=C/c2ccc(Cl)cc2)C(=O)NCC2CCCO2)cc1 (stereo unspecified)	-24	599	0	12	6.1	1.9	6.5	i	52	i	0.5	0.2	1092	i	-1	-0.5%	·	·
CCC(=O)c1cc2c(C)cc(=O)oc2c(C)c1O	·	·	12	0	3.6	1.9	4.3	i	40	i	9.8	-2.4	968	i	6	-0.1%	0.08	1451
O=C1c2ccccc2OCOc2ccccc21	·	·	8	16	4.1	3.2	4.2	i	5	i	6.3	1.5	1149	i	-3	0.0%	-0.02	990
Cc1cc(=O)n2nc(N3CCCC3C(=O)Nc3cccc(F)c3)sc2n1 (stereo unspecified)	-5	736	·	·	·	·	·	i	19	i	5.2	·	·	·	·	-0.3%	·	·
CSc1nnc(-c2ccccc2Cl)n1N	0	755	-17	-7	1.8	1.6	11	i	36	i	0.7	-0.3	1137	i	-6	-0.1%	0.61	1219
CCOC(=O)c1sc(NC(=O)CSc2ncn(-c3ccccc3)n2)nc1C	-5	601	11	-10	3.7	2.2	5.6	i	10	i	0.8	-0.1	1042	i	-1	-0.7%	-0.19	1931
CC1CCCCN1C(C(=O)O)c1ccccc1 (stereo unspecified)	6	759	9	7	1.1	0.3	2.0	i	60	i	0.0	-0.2	1025	i	18	-0.1%	-0.08	1456
Cc1cccc(OCCCC(=O)Nc2ccc(N3CCCCC3)cc2)c1	·	·	4	-2	2.4	2.8	5.7	i	38	i	0.6	0.3	1413	i	-10	0.1%	-0.45	1177
COc1cc(C2C(Oc3ccccc3C)C(=O)N2Cc2ccc(F)cc2)cc(OC)c1OC (stereo unspecified)	-37	561	4	-1	2.0	2.3	11	i	39	i	0.5	0.1	1038	i	8	0.0%	-0.19	1470
O=C(CCn1cnc2ccccc2c1=O)Nc1cccc(Cl)c1	-4	724	2	21	1.5	3.0	8.4	i	15	i	0.8	·	·	i	-6	0.0%	·	·
CN(C)CCCN(C(=O)c1ccc(S(=O)(=O)N2CCCc3ccccc32)cc1)c1nc2ccc(F)cc2s1	-10	781	·	·	·	·	·	i	66	i	0.9	·	·	·	·	12%	·	·
N#CCCCSc1nnc(CSc2nc3ccccc3s2)n1-c1ccccc1	·	·	·	·	2.2	1.3	6.1	i	3	i	0.9	-2.6	945	i	5	-0.8%	-1.9	613
O=C(NCc1ccc(F)cc1)C1CCC(CNS(=O)(=O)c2cccs2)CC1 (stereo unspecified)	0	801	·	·	·	·	·	i	18	i	5.5	·	·	·	·	-0.6%	·	·

Remaining list, next part.
SMILES	Lipid droplet	Lipid droplet cells 6.5 µM	WT yeast gro inh	WT yeast gro inh mutant strain	MT stabilize HCS	MT stabilize HCS Hoechst-high %	MT stabilize HCS cytotoxicity %	T cell HTS	T cell HTS vesicle-bound %	Myeloid diff 2	Myeloid diff 2 GFP+ MAC1+ %	b-catenin transl	b-catenin transl cell count 5 µM	Autophagy HCS	Autophagy HCS cell loss 18 h	West Nile virus CPE	Insulin prom up	Insulin prom up cell count
CCCn1c(SCC(=O)NC2CCCC(C)C2C)n[nH]c1=O (stereo unspecified)	1	807	-1	-18	1.9	1.4	31	i	26	i	0.9	·	·	i	13	-0.1%	-0.71	697
COc1ccc2nc(SCC(=O)NCc3ccc(OC)c(OC)c3)[nH]c2c1	22	836	·	·	·	·	·	i	28	i	0.4	·	·	·	·	-0.3%	·	·
CCc1ccc(NC(=O)C(=O)NCCN2CCN(C(=O)c3ccco3)CC2)cc1	18	740	-1	8	2.2	2.5	6.4	i	22	i	0.9	-1.5	532	i	-5	0.2%	-0.01	1212
CCOc1ccc(/C(O)=C2/C(=O)C(=O)N(CCOCCO)C2c2ccc(F)cc2)cc1 (stereo unspecified)	·	·	-14	-3	2.9	1.2	14	i	58	i	1.1	0.1	1408	i	4	0.5%	-0.17	1706
CS(=O)(=O)N1CCN(c2c(Cl)cccc2[N+](=O)[O-])CC1	·	·	-6	-1	1.7	1.2	8.5	i	12	i	1.2	0.2	1343	i	4	0.2%	-0.24	1641
CCN(CC)S(=O)(=O)c1ccc(C(=O)NCCc2cc3c(OC)ccc(OC)c3[nH]c2=O)cc1	·	·	24	9	4.7	4.5	5.5	i	55	i	0.8	0.1	1382	i	-5	·	-0.42	1407
COc1ccc(Cn2c(CCC(=O)N3CCN(c4ccccn4)CC3)nc3ncccc3c2=O)cc1	·	·	-6	-13	4.9	1.8	1.5	·	·	·	·	-0.3	772	i	14	0.3%	0.56	1168
CCOC(=O)Nc1ccc2c(c1)Nc1ccccc1S2	·	·	13	13	8.2	1.1	8.3	i	22	i	2.9	-7.5	901	i	2	0.3%	1.2	1519
COC(=O)c1cc(NC(=O)C2C3C=CC(C3)C2C(=O)O)cc(C(=O)OC)c1 (stereo unspecified)	·	·	12	9	2.3	1.9	5.5	i	52	i	5.1	-1.3	1358	i	2	-0.1%	0.98	1467
O=C(Nc1ccsc1C(=O)NC1CCCCC1)c1ccc(F)cc1	·	·	26	33	1.3	1.5	8.2	i	15	i	1.0	·	·	i	-2	-0.5%	·	·
C=CCN(CC=C)C(=O)CCc1nnc(CCc2c[nH]c3ccccc23)o1	-10	604	-7	-9	3.1	1.7	9.3	i	57	i	0.1	1.3	1453	i	3	-1.3%	-0.14	1552
CN(C)c1ccc(NC(=O)/C=C/c2ccccc2Cl)cc1	-2	637	8	19	2.4	2.9	7.3	i	4	i	0.2	-0.1	1274	i	37	-0.5%	-0.15	1514
CCCCc1nc2cc(C(=O)N3CCC[C@H]3CO)ccc2o1	-4	734	·	·	·	·	·	i	17	i	0.8	·	·	·	·	0.1%	·	·
COc1ccc(CCNC(=O)CC2SC(=Nc3cc(C)cc(C)c3)NC2=O)cc1OC (stereo unspecified)	10	707	-3	6	2.4	1.6	8.5	i	16	i	0.3	-0.5	1038	i	0	-0.3%	0.33	1148
C[N+](C)(C)CCCNC(=O)c1ccc(/C=N/O)nc1	12	745	1	11	1.9	2.6	3.8	i	56	i	0.3	·	·	i	-37	-0.2%	·	·
CC1CCCC(C)N1S(=O)(=O)c1ccc(S(=O)(=O)N2CCOCC2)cc1 (stereo unspecified)	-3	620	·	·	·	·	·	i	23	i	0.4	0.2	1285	·	·	1.2%	0.26	980
Cc1nc(-c2ccc(Cl)cc2)sc1C1(C)CC(c2ccc(F)cc2)=NO1 (stereo unspecified)	24	738	·	·	·	·	·	i	35	i	1.4	·	·	·	·	-0.7%	·	·

Single values from the entries so far.
Result of `COc1ccc2nc(SCC(=O)NCc3ccc(OC)c(OC)c3)[nH]c2c1` in T cell HTS vesicle-bound %: 28
Result of `C=CCN(CC=C)C(=O)CCc1nnc(CCc2c[nH]c3ccccc23)o1` in West Nile virus CPE: -1.3%
